High-throughput results (PubChem)
D2 ag = agonists of human D2 dopamine receptor | activation, % at 2 µM | P14416 | HEK293 T-REx D2 cells, calcium flux agonist mode | actives 0.53% (n = 340,000) | AID 485358;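 active means activation over 3 SD above normal in the single-dose calcium agonist read, cut at about 30% in these data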; further: 0% is about no effect
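Tetracycline-induced HEK293 T-REx cells with force-coupled D2 receptor, plated overnight at 30 C, loaded with no-wash calcium dye. After a 10 s baseline, compound was pin-added and calcium flux read kinetically for 180 s; calcium rises flagged agonists.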
TrxR1 inh = inhibitors of rat thioredoxin reductase 1 | O89049 | recombinant rTrxR1, NADPH fluorescence consumption, selenite substrate | Potency, µM (doses to about 114 µM), for the others: at the highest dose activity change, negative = inhibition, most hits filed as inhibitors | actives 1% (n = 390,000) | AID 588453; further: potency means the concentration at half of the fitted maximal effect; on the % scale 0 is the no-effect control and ±100 the full control effect; nearly all actives have a fitted effect of over 65% in size
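Rat TrxR1 (90 nM in the dispensed reagent) was pre-reduced with 400 uM NADPH for 5 min at room temperature, then incubated with compound for 15 min. After 400 uM selenite was added, NADPH fluorescence (Ex 340/Em 450 nm) was followed for 8 min.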
IDH1 R132H inh = inhibitors of human mutant IDH1 R132H; Potency, µM (doses to about 76.6 µM), for inactives: at the top dose activity change, negative = inhibition, most hits filed as inhibitors; IDH1-R132H enzyme, NADPH consumption, diaphorase/resazurin fluorescence; AID 602179; actives 0.093% (n = 390,000); O75874; further: potency means the concentration at half of the fitted maximal effect; on the % scale 0 is the no-effect control and ±100 the full control effect; nearly all actives have a fitted effect of over 65% in size
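IDH1-R132H (0.5 ug/mL dispensed) in pH 7.5 Tris buffer was preincubated 30 min with compound, then given a substrate mix of 0.016 mM NADPH and 2 mM alpha-KG for 80 min at room temperature; remaining NADPH was read by diaphorase/resazurin fluorescence.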
TRHR PAM = allosteric enhancers of human TRH receptor; P34981; TRHR cells, fluo-8 calcium fluorescence, EC20 TRH enhancement; enhancement, % at 2 µM; actives 0.66% (n = 360,000); AID 493056; in the data active means enhancement above about 30%; further: 0% is about no effect
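Enhancer read-out: after compound pinning and an initial kinetic agonist-mode read, an EC20 of TRH (10 nM final) was injected and fluo-8 calcium signal (Ex 480/Em 530) followed at 1 s/cycle for 100 cycles in TRHR-expressing cells.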
D2 antag = antagonizes the human D2 dopamine receptor; HEK293 TREx D2 cells, calcium flux, dopamine EC80; inhibition, % at 10 µM; actives 2% (n = 340,000); AID 485344; in the data active means inhibition above about 30%; further: 0% is about no effect
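Calcium flux kinetic readout in an inducible HEK293 TREx D2 line plated overnight at 30 C. After 180 s compound exposure, an EC80 dopamine challenge follows with another 180 s kinetic read to detect antagonism.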
Pin1 inhibitor = human Pin1 inhibition | Q13526 | Pin1 FP peptide displacement, HiFluor488, 10 min | Potency, µM (top dose mostly 115 µM), for the others: at the highest dose activity, negative = inhibition, most hits filed as inhibitors | actives 0.009% (n = 390,000); active means well fitted inhibition curve with a large enough effect in the polarisation, with a control signal flat, not every such curve was filed as active; inconclusive means small, poorly fitted or top-dose-only effect, or effect the other way, or a change in a side signal; inactive means no such curve, though single readings can be large or run the other way; the % refers to the polarisation; further: potency means the concentration at half of the fitted maximal effect; on the % scale 0 is the no-effect control and ±100 the full control effect
USP1 inh = blocks the human USP1/UAF1 deubiquitinase complex. actives 0.23% (n = 390,000). AID 743255. O94782. Potency, µM (titrated, usually from 57.1 µM), for the others: at the top dose activity change, negative = inhibition, most hits filed as inhibitors. recombinant USP1/UAF1, Ub-Rhodamine cleavage fluorescence; further: potency means the concentration at half of the fitted maximal effect; on the % scale 0 is the no-effect control and ±100 the full control effect; nearly all actives have a fitted effect of over 60% in size; inactives centre near -12
Target sequence (O94782 whole entry, looked up): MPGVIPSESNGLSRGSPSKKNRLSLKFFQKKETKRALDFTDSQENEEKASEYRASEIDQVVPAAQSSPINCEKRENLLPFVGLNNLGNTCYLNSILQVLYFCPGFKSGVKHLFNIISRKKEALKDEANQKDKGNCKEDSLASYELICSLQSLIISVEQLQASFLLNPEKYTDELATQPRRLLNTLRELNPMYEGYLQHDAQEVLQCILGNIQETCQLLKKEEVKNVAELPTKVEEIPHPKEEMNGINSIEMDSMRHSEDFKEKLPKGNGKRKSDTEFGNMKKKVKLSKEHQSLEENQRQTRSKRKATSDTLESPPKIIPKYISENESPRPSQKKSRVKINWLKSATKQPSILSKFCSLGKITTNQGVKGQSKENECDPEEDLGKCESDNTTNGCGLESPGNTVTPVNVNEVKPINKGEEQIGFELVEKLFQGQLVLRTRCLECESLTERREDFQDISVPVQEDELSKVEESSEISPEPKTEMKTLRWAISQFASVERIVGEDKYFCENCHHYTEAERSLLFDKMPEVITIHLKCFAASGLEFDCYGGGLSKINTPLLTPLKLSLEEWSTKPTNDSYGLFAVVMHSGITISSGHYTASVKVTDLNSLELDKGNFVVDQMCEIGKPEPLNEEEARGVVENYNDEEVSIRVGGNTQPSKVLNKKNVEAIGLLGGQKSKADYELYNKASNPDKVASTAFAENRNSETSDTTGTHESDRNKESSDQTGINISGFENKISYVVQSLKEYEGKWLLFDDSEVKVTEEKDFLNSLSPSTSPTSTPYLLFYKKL
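USP1/UAF1 complex (1 nM) preincubated 15 min at room temperature with compound, then Ub-Rho substrate (150 nM final) added. Kinetic fluorescence at 480/540 nm over 6 reads at 60 s intervals; 50 mM HEPES pH 7.8, 0.5 mM EDTA, 0.1 mg/ml BSA, 1 mM TCEP, 0.01% Tween-20.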
TRHR agonist = agonists of human TRH receptor; P34981; TRHR cells, calcium flux fluo-8, FDSS agonist mode; activation, % at 2 µM; actives 0.18% (n = 360,000); in the data active means activation above about 30%; further: 0% is about no effect
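Fluo-8-loaded TRHR cells; 10 s baseline, compound added, kinetic Ca2+ fluorescence read 1/s, agonist mode.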
TrxR1 substrate = substrates of rat thioredoxin reductase 1. O89049. purified TrxR1 substrate turnover, NADPH consumption readout. Potency, µM (series often up to 114 µM), without a hit: at the top dose activity change, negative = substrate turnover. actives 0.01% (n = 390,000). AID 588456; further: potency means the concentration at half of the fitted maximal effect; on the % scale 0 is the no-effect control and ±100 the full control effect; nearly all actives have a fitted effect of over 50% in size
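Rat TrxR1, dispensed at 90 nM, was prereduced with 400 uM NADPH (final) for 5 min at ~22 deg C, then incubated with compound 15 min before 400 uM selenite. A first-read NADPH fluorescence drop versus no-compound background flagged substrates.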
* marks the source's active call; other numbers are inactive results; ? = inconclusive; nt = no result given; [ ] = another dose, or the depositor's remark. Unless noted, the call rests on the fitted dose curve; in most records, active means well fitted inhibition curve with a large enough effect; inconclusive means small, poorly fitted or top-dose-only effect; inactive means no such curve, though single readings can be large or run the other way.

SMILES | D2 ag | TrxR1 inh | IDH1 R132H inh | TRHR PAM | D2 antag | Pin1 inhibitor | USP1 inh | TRHR agonist | TrxR1 substrate
COc1ccc(-c2nc(CSCC(=O)NC3CCCc4ccccc43)c(C)o2)cc1OC (configuration not stated) | 0.2 | -6.5%[57.1 µM] | -4.7% | 2.6 | 18.1 | ? | -9.4% | 0.3 | 5.9%[57.1 µM]
CC1CCc2sc(C(=O)NC(C)C3CCCO3)cc2C1 (configuration not stated) | 0.1 | -5.6% | 10.1% | 2.2 | -3.6 | -1.1% | -11.7% | -0.5 | 1.4%
Cn1c(=O)oc2cc(S(=O)(=O)N3CCCC(C(=O)N4CCN(c5ccc(Cl)cc5)CC4)C3)ccc21 (configuration not stated) | -0.6 | 16.1% | 0.0% | -1.8 | nt | -5.9% | -17.7% | -0.7 | 9.3%
O=c1cc(-c2ccccc2)nc2nc(-c3ccco3)[nH]n12 | -1.9 | -11.1%[57.1 µM] | 5.7% | 4.7 | -0.3 | 1.4% | -12.4% | 0.0 | 9.4%[57.1 µM]
Cc1ccn(CC(C)C(=O)O)n1 (configuration not stated) | 0.7 | 14.3%[57.1 µM] | 3.0% | -12.4 | 33.9* | 0.5% | 9.1% | 0.4 | 6.0%[57.1 µM]
Cc1oc2c(c1C(=O)NCc1cc(C(=O)O)co1)CCCC2 | 1.0 | 0.5% | 4.7% | 2.1 | -20.9 | -5.0% | -18.7% | 0.6 | 3.1%
CCOc1ccc(C(C(=O)NC2CCCC2)N(C(=O)c2snc(C(N)=O)c2N)c2cccc(O)c2)cc1 (configuration not stated) | -2.8 | -7.8% | -2.6% | 0.6 | -8.9 | -4.0% | -26.6% | -1.3 | 1.7%
CCOC(=O)c1ccc(NC(c2ccc(N(C)C)cc2)P(=O)(OC(C)C)OC(C)C)cc1 (configuration not stated) | 2.6 | -17.3% | 1.5% | 4.5 | 19.2 | 0.4% | -20.5% | 0.8 | -15.1%
O=C(CN(Cc1ccccc1)S(=O)(=O)c1ccc(Br)cc1)NCC1CCCO1 (configuration not stated) | -0.1 | 25.5%[57.1 µM] | 0.8% | -6.9 | 7.2 | -2.5% | -4.5% | -1.1 | -6.1%
CCOC(=O)c1nc(NCc2ccc(Cl)cc2)c2c(C)noc2n1 | 0.3 | 19.1%[57.1 µM] | 7.1% | 0.1 | nt | -7.4% | -15.9% | -0.8 | 3.9%[57.1 µM]

7 entries from above, with tabs.
compound	D2 ag	TrxR1 inh	IDH1 R132H inh	TRHR PAM	D2 antag	Pin1 inhibitor	USP1 inh	TRHR agonist	TrxR1 substrate
CC1CCc2sc(C(=O)NC(C)C3CCCO3)cc2C1 (configuration not stated)	0.1	-5.6%	10.1%	2.2	-3.6	-1.1%	-11.7%	-0.5	1.4%
Cn1c(=O)oc2cc(S(=O)(=O)N3CCCC(C(=O)N4CCN(c5ccc(Cl)cc5)CC4)C3)ccc21 (configuration not stated)	-0.6	16.1%	0.0%	-1.8	nt	-5.9%	-17.7%	-0.7	9.3%
O=c1cc(-c2ccccc2)nc2nc(-c3ccco3)[nH]n12	-1.9	-11.1%[57.1 µM]	5.7%	4.7	-0.3	1.4%	-12.4%	0.0	9.4%[57.1 µM]
Cc1ccn(CC(C)C(=O)O)n1 (configuration not stated)	0.7	14.3%[57.1 µM]	3.0%	-12.4	33.9*	0.5%	9.1%	0.4	6.0%[57.1 µM]
Cc1oc2c(c1C(=O)NCc1cc(C(=O)O)co1)CCCC2	1.0	0.5%	4.7%	2.1	-20.9	-5.0%	-18.7%	0.6	3.1%
CCOc1ccc(C(C(=O)NC2CCCC2)N(C(=O)c2snc(C(N)=O)c2N)c2cccc(O)c2)cc1 (configuration not stated)	-2.8	-7.8%	-2.6%	0.6	-8.9	-4.0%	-26.6%	-1.3	1.7%
CCOC(=O)c1ccc(NC(c2ccc(N(C)C)cc2)P(=O)(OC(C)C)OC(C)C)cc1 (configuration not stated)	2.6	-17.3%	1.5%	4.5	19.2	0.4%	-20.5%	0.8	-15.1%

Looked up one by one from above:
SMILES | D2 ag | TrxR1 inh | IDH1 R132H inh | TRHR PAM | D2 antag | Pin1 inhibitor | USP1 inh | TRHR agonist | TrxR1 substrate
O=C(CN(Cc1ccccc1)S(=O)(=O)c1ccc(Br)cc1)NCC1CCCO1 (configuration not stated) | -0.1 | 25.5%[57.1 µM] | 0.8% | -6.9 | 7.2 | -2.5% | -4.5% | -1.1 | -6.1%
CCOc1ccc(C(C(=O)NC2CCCC2)N(C(=O)c2snc(C(N)=O)c2N)c2cccc(O)c2)cc1 (configuration not stated) | -2.8 | -7.8% | -2.6% | 0.6 | -8.9 | -4.0% | -26.6% | -1.3 | 1.7%

The list is partial; the hit share may differ from the screen's.
